Rin1-Abl PPI inh = blocks binding of human Rin1 to Abl | P00519+Q13671 | TR-FRET Rin1/Abl binding, biochemical | inhibition, % at 7.35 µM | hit rate 0.4% among 360,000; in the data active = inhibition above about 5%, passing the limit was not always enough
MT1-MMP act inh = MT1-MMP (human) activation inhibition | hit rate 0.061% among 360,000 | HT1080 RFP-PRO-GFP cells, GFP/RFP ratio fluorescence, overnight; percent of plate control window, DMSO zero | P50281 | GFP/RFP ratio change, % at 20 µM;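 active = GFP/RFP ratio change of at least 30% with cell ATP level not reduced by more than half and red fluorescence within 50% of control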; note: strong numbers were not always called active
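Assay system: HT1080 RFP-PRO-GFP cells | Dosing: 20 µM single dose, 1% DMSO | Incubation: Cells overnight before dosing, compound overnight, 37 °C, 5% CO2 | Evaluation: GFP/RFP fluorescence ratio | Control set: DMSO-only wells and HT1080 RFP-L50D-GFP cell wells as references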
CSN deneddyl inh = blocks human CSN-mediated cullin deneddylation | Q92905 | Purified CSN, SCF-Nedd8-OG deneddylation, fluorescence polarization | inhibition, % at 12.5 µM | hit rate 0.38% among 360,000;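 active = pattern-corrected inhibition above about 35%, with an unprinted fluorescence ratio check between 0.5 and 1.5, limit read from the data, passing the limit was not always enough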;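 note: 0% = enzyme with substrate and 100% = substrate without enzyme; some results filed as inactive read as strong as hits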
Target sequence (Q92905 whole entry, looked up, one chain of several): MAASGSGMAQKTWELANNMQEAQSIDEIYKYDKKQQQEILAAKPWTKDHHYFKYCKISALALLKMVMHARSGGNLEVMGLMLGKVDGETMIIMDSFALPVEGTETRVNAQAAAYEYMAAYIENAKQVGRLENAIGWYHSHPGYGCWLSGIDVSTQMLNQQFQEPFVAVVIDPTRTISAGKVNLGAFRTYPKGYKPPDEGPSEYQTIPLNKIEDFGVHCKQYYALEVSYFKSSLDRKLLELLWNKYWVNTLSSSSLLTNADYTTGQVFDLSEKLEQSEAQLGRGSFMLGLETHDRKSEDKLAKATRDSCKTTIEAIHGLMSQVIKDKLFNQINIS
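Assay system: purified human Csn5 enzyme expressed in HEK293T cells; Input: 0.24 nM Csn5 enzyme, final concentration; Reagent: 10 nM SCFSkp2-Nedd8OG; Compound dosing: 12.5 µM single point; Times: reaction 90 min, room temperature; Technique: fluorescence polarization readout.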
SKN-1 block = blocks SKN-1 activity in C. elegans. hit rate 0.49% among 360,000. C. elegans VP596 Pgst-4::GFP/RFP ratio, acrylamide-induced, 24 h. inhibition, % at 21.8 µM;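 active = interference check ratio from 0.5 to 1.5 plus GFP to RFP signal ratio inhibition reaching or exceeding a fixed threshold, cut at about 30% in these data, passing the limit was not always enough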; note: some compounds called inactive have numbers as strong as hits
Neddyl block = inhibitors of human cullin neddylation. P61081+Q13564. TR-FRET cullin neddylation, biochemical. calls only at 25 µM. hit rate 0.58% among 360,000; in the data active = inhibition above about 36%
Target sequence (P61081 whole entry, looked up): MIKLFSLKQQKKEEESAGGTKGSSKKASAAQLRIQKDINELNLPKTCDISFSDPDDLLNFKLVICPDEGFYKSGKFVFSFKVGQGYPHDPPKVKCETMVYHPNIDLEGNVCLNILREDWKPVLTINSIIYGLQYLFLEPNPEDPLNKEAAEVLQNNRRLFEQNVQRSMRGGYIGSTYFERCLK
Target sequence (Q13564 whole entry, looked up): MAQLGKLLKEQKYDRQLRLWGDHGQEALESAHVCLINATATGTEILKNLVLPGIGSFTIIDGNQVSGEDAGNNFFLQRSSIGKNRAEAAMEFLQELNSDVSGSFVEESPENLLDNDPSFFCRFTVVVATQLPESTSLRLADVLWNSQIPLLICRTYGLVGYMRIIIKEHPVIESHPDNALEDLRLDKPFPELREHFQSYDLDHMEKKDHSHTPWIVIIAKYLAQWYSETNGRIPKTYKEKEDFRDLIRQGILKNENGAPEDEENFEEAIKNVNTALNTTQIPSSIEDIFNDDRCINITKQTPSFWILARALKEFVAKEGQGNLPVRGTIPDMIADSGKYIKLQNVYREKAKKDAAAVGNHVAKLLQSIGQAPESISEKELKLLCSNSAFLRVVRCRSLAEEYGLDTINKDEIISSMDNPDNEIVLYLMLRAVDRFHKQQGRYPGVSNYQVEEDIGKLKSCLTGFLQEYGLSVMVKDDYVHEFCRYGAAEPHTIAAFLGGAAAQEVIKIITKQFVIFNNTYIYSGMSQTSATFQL
FAS TE block = inhibitors of human fatty acid synthase thioesterase domain | recombinant FAS-TE, OMFH fluorogenic substrate, fluorescence endpoint | inhibition, % at 15 µM | hit rate 0.67% among 360,000 | AID 602261;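 active = compounds whose normalised, plate-corrected inhibition of enzyme fluorescence in the single-dose primary screen is 50% or more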;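 note: 0% = DMSO with enzyme and 100% = substrate without enzyme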
MLLE-PAM2 inh = inhibitors of microRNA-mediated deadenylation, human PABP1 MLLE binding; AID 588489; inhibition, % at 20 µM; hit rate 0.36% among 360,000; GST-MLLE / FITC-PAM2 fluorescence polarization; in the data active = inhibition above about 35%, passing the limit was not always enough;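 note: plate controls were DMSO wells with GST-MLLE for no effect and wells lacking GST-MLLE protein for full effect; some results filed as inactive read as strong as hits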
Rpn11 block = inhibitors of human proteasome Rpn11; human 26S proteasome, Ub4-pepOG fluorescence polarization; 20S core pre-blocked with epoxomicin; calls only at 20 µM; hit rate 0.59% among 360,000; AID 588493;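 active = inhibition at 20 µM, scaled to each plate's controls, above about 33%, limit read from the data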
NadD inh = blocks S. aureus nicotinate mononucleotide adenylyltransferase; inhibition, % at 20 µM; purified NadD enzyme, colorimetric absorbance read-out; hit rate 0.78% among 360,000; AID 602399; in the data active = inhibition above about 26%; note: some compounds past the cut are filed as inactive
The depositor's hits bear a star; i = inactive; . = no result given; + = active, no number.

SMILES	Rin1-Abl PPI inh	MT1-MMP act inh	CSN deneddyl inh	SKN-1 block	Neddyl block	FAS TE block	MLLE-PAM2 inh	Rpn11 block	NadD inh
CC1=C(C#N)C(C)(C)C(C#N)=C(C)N1	-3	-4	1	17	i	-8	9	i	-3
O=S(=O)(NCc1ccncc1)c1ccc(Br)s1	3	-1	1	-6	i	1	-2	i	-2
CCOC(=O)N1C(=O)NC(=O)C1c1ccccc1 (stereo unspecified)	2	2	-3	-3	i	-9	5	i	1
Cc1ccc(C)c(NC(=O)CCC(=O)NNC(=O)COc2cc(C)ccc2C)c1	0	-1	0	12	i	-3	-10	i	-6
COC(=O)CC1(CC(N)=O)SCCS1	4	1	1	17	i	-4	4	i	-3
COC(=O)C[C@H]1c2cc(F)ccc2S(=O)(=O)N1c1ccc(N(C)C)cc1	-2	-1	-3	4	i	-9	-4	i	-3
Oc1ccc(Cc2ncc(C(F)(F)F)cc2Cl)cc1	3	3	-4	16	i	0	-3	i	0
N/C(=N\c1nc2ccccc2o1)NC(=O)c1ccccc1Br	2	5	4	-6	.	13	6	i	6

(cont.)
SMILES	Rin1-Abl PPI inh	MT1-MMP act inh	CSN deneddyl inh	SKN-1 block	Neddyl block	FAS TE block	MLLE-PAM2 inh	Rpn11 block	NadD inh
COC(=O)c1ccccc1NC(=O)C12CC3CC(C1)CC(n1cnc(Cl)n1)(C3)C2	-1	-4	0	8	i	9	7	i	0
COc1cccc(-c2c(-c3cc(OC)cc(OC)c3)n(C)c3ccc(Br)cc23)c1	8	-12	-2	2	i	27	-1	i	-5
COc1ccc(OC)c(/C=N/Nc2cc(C)nc(N3CCOCC3)n2)c1	-2	6	0	11	+	2	2	i	-1
C=CC[C@@H](CC(=O)N[C@@H](CO)Cc1ccccc1)C(=O)N[C@@H](C)COC(=O)[C@@H](CC=C)Cc1ccc(F)cc1	4	3	-1	6	i	-3	-8	i	-3
CCc1c(C)nc2ccc(Br)cc2c1SCCC#N	-27	-20	3	18	i	11	0	i	-3
COc1ccccc1C(=O)Nc1c(C)cc(Br)cc1C	7	-1	4	8	i	0	-5	i	-1
CCOC(=O)N1CCN(c2nc(-c3cccs3)cc(C(F)(F)F)n2)CC1	3	-3	1	-2	i	29	-14	i	4
Cc1ccc(-n2ncc3c(=O)[nH]c(SCC(=O)NCC4CCCO4)nc32)cc1 (stereo unspecified)	-2	2	1	1	i	-3	-2	i	-6

Exported with two lines to a compound: 6 of the compounds above
Values in the order: Rin1-Abl PPI inh	MT1-MMP act inh	CSN deneddyl inh	SKN-1 block	Neddyl block	FAS TE block	MLLE-PAM2 inh	Rpn11 block	NadD inh
COc1ccc(OC)c(/C=N/Nc2cc(C)nc(N3CCOCC3)n2)c1
    -2	6	0	11	+	2	2	i	-1
C=CC[C@@H](CC(=O)N[C@@H](CO)Cc1ccccc1)C(=O)N[C@@H](C)COC(=O)[C@@H](CC=C)Cc1ccc(F)cc1
    4	3	-1	6	i	-3	-8	i	-3
CCc1c(C)nc2ccc(Br)cc2c1SCCC#N
    -27	-20	3	18	i	11	0	i	-3
COc1ccccc1C(=O)Nc1c(C)cc(Br)cc1C
    7	-1	4	8	i	0	-5	i	-1
CCOC(=O)N1CCN(c2nc(-c3cccs3)cc(C(F)(F)F)n2)CC1
    3	-3	1	-2	i	29	-14	i	4
Cc1ccc(-n2ncc3c(=O)[nH]c(SCC(=O)NCC4CCCO4)nc32)cc1 (stereo unspecified)
    -2	2	1	1	i	-3	-2	i	-6

(more compounds)
SMILES	Rin1-Abl PPI inh	MT1-MMP act inh	CSN deneddyl inh	SKN-1 block	Neddyl block	FAS TE block	MLLE-PAM2 inh	Rpn11 block	NadD inh
Cc1ccc2nc(NCc3ccccc3)c(C=O)c(=O)n2c1	2	2	4	4	i	-5	4	i	5
Cc1ccccc1-c1cc2c(nn1)-c1ccccc1C2=O	-3	11	11	-1	i	-10	14	i	3
O=C(Nc1ccc2c(c1)OCCO2)Nc1ccc2c(c1)OCO2	-1	-3	1	2	i	-4	8	i	-6
O=C(O)c1ccc2c(c1)C(=O)N(c1ncccn1)C2=O	-1	4	-7	2	i	-12	8	i	1
O=C(CN(c1ccccc1F)S(=O)(=O)c1ccccc1)Nc1ccc2c(c1)OCCO2	-2	0	-2	-12	i	17	-7	i	-6
COc1cc2c(C)nc3c(cnn3-c3ccccc3)c2cc1OC	-1	-2	-3	18	i	10	3	i	-9
CCOC(=O)c1cc(-c2ccccc2)sc1NC(=O)CN1C(=O)NC(CC)(c2ccccc2)C1=O (stereo unspecified)	-4	-3	-4	-7	i	20	12	i	23
O=C(NCc1ccco1)Nc1nnc([C@H]2C[C@H](O)[C@@H](CO)O2)s1	1	-3	4	7	i	-8	4	i	-5

New compounds follow
SMILES	Rin1-Abl PPI inh	MT1-MMP act inh	CSN deneddyl inh	SKN-1 block	Neddyl block	FAS TE block	MLLE-PAM2 inh	Rpn11 block	NadD inh
Cc1ccc(NC(=O)OCc2cc(-c3ccccc3)on2)cc1	1	-1	-2	3	i	23	-9	i	-5
O=C(NCS(=O)(=O)c1ccccc1)c1ccccc1	-1	6	0	23	i	-3	7	i	-3
COc1ccc(-n2nc(C(=O)NCC(=O)N3CCCC3)c3ccccc3c2=O)c(OC)c1	5	-4	-2	-8	i	-5	4	i	-29
O=C(CSc1ccc2ccccc2c1)NC1CCCc2ccccc21 (stereo unspecified)	-2	3	-14	-3	i	14	6	i	0
O=C(CCN1C(=O)S/C(=C/c2ccc(Cl)cc2)C1=O)N1CCOCC1	-2	4	-11	8	i	-1	-2	i	-4
Cc1ccc(NC(=O)C2(C)CCN2C(=O)Cc2ccccc2Cl)cc1C (stereo unspecified)	-3	-5	-2	3	i	7	13	i	1
CC(=O)N1N=C(c2cccc(NS(C)(=O)=O)c2)CC1c1cccs1 (stereo unspecified)	3	-2	-1	0	i	-5	-7	i	-6
CC(C)[C@H]1C(=O)Nc2ccccc2N1C(=O)N[C@@H](Cc1ccccc1)C(=O)N[C@H](Cc1ccccc1)C(=O)O	-2	3	0	-5	i	-6	9	i	1

Remaining list, next part.
SMILES	Rin1-Abl PPI inh	MT1-MMP act inh	CSN deneddyl inh	SKN-1 block	Neddyl block	FAS TE block	MLLE-PAM2 inh	Rpn11 block	NadD inh
O=c1c2ccccc2nc2c3ccccc3ncn12	-1	0	0	12	i	-4	-7	i	-1
COc1ccc(N2C(=O)C(Cl)=C(NCc3ccccc3)C2=O)cc1	2	-2	-1	5	i	9	-3	i	-6
O=C(c1ccc(Cl)cc1)N1CCOc2ccccc21	3	.	-3	-6	i	0	0	i	-5
CCOc1ccccc1CNC(=O)C1CCN(S(=O)(=O)N2CCC(C)CC2)CC1	-6	-1	-4	5	i	-7	15	i	-11
CCn1c2ccccc2c2cc(/C(C)=N/O)ccc21	2	2	4	6	i	-16	-6	i	-5
COc1ccc(C2CC(=O)CC(=O)C2n2cncn2)cc1 (stereo unspecified)	-2	-1	-7	16	i	-4	8	i	4
COc1ccc(-c2sc3ccc(OC)cc3c2-c2ccc(OCCN3CCOCC3)cc2)cc1	4	0	2	-34	i	16	-9	i	-7
COc1ccc(-c2nc3c(n2O)CCc2c-3no[n+]2[O-])cc1	-1	2	-4	5	i	-4	10	i	-3

The list goes on.
SMILES	Rin1-Abl PPI inh	MT1-MMP act inh	CSN deneddyl inh	SKN-1 block	Neddyl block	FAS TE block	MLLE-PAM2 inh	Rpn11 block	NadD inh
c1ccc(-c2ccc(-c3ccncn3)cc2)cc1	-2	0	4	56*	.	-4	0	i	-3
CC(C)S(=O)(=O)c1ccc(C(=O)Nc2ccc(F)cc2F)cn1	-2	3	-5	-5	i	-5	-6	i	1
CC(C)NC(=O)Cn1cnc2c1c(=O)n(C)c(=O)n2C	1	4	4	-12	i	-10	4	i	-4
CCOC(=O)C(C(=O)N(C)Cc1ccccc1)C1CCCCC1 (stereo unspecified)	0	2	3	-8	i	0	-12	i	0
Cc1ccn2c(=O)nc(SCC(=O)NCc3ccc(F)cc3)nc2c1	2	-5	-5	-4	i	1	-9	i	7
Nc1ccc(NS(=O)(=O)c2ccccc2)cc1	2	1	6	-4	i	-7	-4	i	-2
Cc1ccc(S(=O)(=O)N(C)C)cc1NC(=O)CCCNC(=O)c1ccc(Cl)cc1	3	-3	-1	-14	i	-1	-9	i	-5
CCOc1cc(OCC)cc(C(=O)NCCCN2CCOCC2)c1	-2	4	-1	7	i	-6	13	i	-3

(continued)
SMILES	Rin1-Abl PPI inh	MT1-MMP act inh	CSN deneddyl inh	SKN-1 block	Neddyl block	FAS TE block	MLLE-PAM2 inh	Rpn11 block	NadD inh
CC1CCC2(CC1)NC(=O)N(CC(=O)Nc1cccc(S(=O)(=O)N3CCCCC3)c1)C2=O (stereo unspecified)	1	2	0	13	i	15	-9	i	2
Cc1ccc2nc3ccc(N4CCN(C)CC4)nn3c(=O)c2c1	0	2	4	-6	.	-3	3	i	-4
Cc1cc(C(=O)NNC(=S)NCc2ccco2)n(C)n1	1	1	-3	-21	i	-7	-14	i	-3
CCCn1c(CN2CCN(C(=O)OCC)CC2)nc2cc([N+](=O)[O-])ccc21	3	-1	2	-1	i	8	-2	i	-4
OCCCNc1nc(-c2ccccc2)c2cc(Br)ccc2n1	-1	-6	-1	15	i	0	-2	i	-4
CC(=O)n1cc(/C=N/NC(=O)c2ccc(Cl)cc2)c2ccccc21	-4	4	-2	17	i	2	-1	i	0
O=C(Nc1ccc([N+](=O)[O-])cc1)c1cccc(S(=O)(=O)Nc2cccnc2)c1	-1	-1	1	5	i	3	0	i	-2
COC(=O)C1=C(C)N(c2ccc(OC)c(OC)c2)C(=O)C1	-4	21	5	9	i	-13	8	i	2

In a second layout: 4 of the compounds above
> CCCn1c(CN2CCN(C(=O)OCC)CC2)nc2cc([N+](=O)[O-])ccc21
- Rin1-Abl PPI inh = 3
- MT1-MMP act inh = -1
- CSN deneddyl inh = 2
- SKN-1 block = -1
- Neddyl block = i
- FAS TE block = 8
- MLLE-PAM2 inh = -2
- Rpn11 block = i
- NadD inh = -4

> Cc1cc(C(=O)NNC(=S)NCc2ccco2)n(C)n1
- Rin1-Abl PPI inh = 1
- MT1-MMP act inh = 1
- CSN deneddyl inh = -3
- SKN-1 block = -21
- Neddyl block = i
- FAS TE block = -7
- MLLE-PAM2 inh = -14
- Rpn11 block = i
- NadD inh = -3

> OCCCNc1nc(-c2ccccc2)c2cc(Br)ccc2n1
- Rin1-Abl PPI inh = -1
- MT1-MMP act inh = -6
- CSN deneddyl inh = -1
- SKN-1 block = 15
- Neddyl block = i
- FAS TE block = 0
- MLLE-PAM2 inh = -2
- Rpn11 block = i
- NadD inh = -4

> CC(=O)n1cc(/C=N/NC(=O)c2ccc(Cl)cc2)c2ccccc21
- Rin1-Abl PPI inh = -4
- MT1-MMP act inh = 4
- CSN deneddyl inh = -2
- SKN-1 block = 17
- Neddyl block = i
- FAS TE block = 2
- MLLE-PAM2 inh = -1
- Rpn11 block = i
- NadD inh = 0

More results
SMILES	Rin1-Abl PPI inh	MT1-MMP act inh	CSN deneddyl inh	SKN-1 block	Neddyl block	FAS TE block	MLLE-PAM2 inh	Rpn11 block	NadD inh
CCN1CCN(C(=O)CN(C)S(=O)(=O)c2cc(C)ccc2OC)CC1	1	1	2	0	i	-4	1	i	-5
Cc1ccc(-n2c(C)nc3c(cnn3-c3ccc(F)cc3)c2=O)cc1	-3	4	-2	10	i	3	-3	i	-5
CNc1cncc(-c2ccc(OC)cc2)n1	-6	-2	-1	13	.	-4	3	i	-1
O=C(NCc1ccc2c(c1)OCO2)C1CCCN1C(=O)Nc1ccc(F)cc1 (stereo unspecified)	6	7	-5	16	i	-3	-4	i	-2

Screens deposited in PubChem BioAssay by several laboratories.
